# ERp5 block: inhibitors of ERp5-driven insulin aggregation, primary screen, biochemical, turbidity, absorbance 650 nm, single point; AID 651711, 2012; hit rate 0.05% among 350,000; Protein disulfide-isomerase A6 (Homo sapiens), Q15084; 90 min; inhibition, % at 9.99 µM;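 active = mean replicate inhibition above about 25%, with every replicate also reaching it, limit read from the data, passing the limit was not always enough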
# Target sequence (Q15084 whole entry, looked up): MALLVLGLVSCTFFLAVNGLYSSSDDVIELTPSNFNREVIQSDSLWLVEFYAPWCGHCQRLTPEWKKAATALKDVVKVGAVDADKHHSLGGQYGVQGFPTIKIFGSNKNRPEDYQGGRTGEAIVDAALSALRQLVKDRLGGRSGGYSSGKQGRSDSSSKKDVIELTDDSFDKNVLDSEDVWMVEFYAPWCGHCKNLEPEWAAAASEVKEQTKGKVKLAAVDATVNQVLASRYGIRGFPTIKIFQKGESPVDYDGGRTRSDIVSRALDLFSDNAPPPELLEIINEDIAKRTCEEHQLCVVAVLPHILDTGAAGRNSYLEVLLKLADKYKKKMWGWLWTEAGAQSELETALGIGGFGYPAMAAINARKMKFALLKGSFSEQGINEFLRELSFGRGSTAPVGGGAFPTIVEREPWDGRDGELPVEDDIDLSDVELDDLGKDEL
# CASP6 VEID inh: human caspase-6 inhibitors, primary screen, biochemical, VEID-R110 fluorescence, single point, set 2; P55212; purified caspase-6, Z-VEID-R110 cleavage fluorescence; inhibition, % at 12.5 µM; hit rate 0.53% among 350,000; AID 686996, 2013;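 active = mean inhibition across replicates at least about 35%, with every replicate also reaching that limit, limit read from the data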;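 note: 0% = median of neutral control wells and 100% = no fluorescence left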
# PglD DTNB: C. jejuni PglD acetyltransferase inhibitors, primary screen, biochemical, DTNB colorimetric, single point; UDP-N-acetylbacillosamine N-acetyltransferase PglD (Campylobacter jejuni); purified PglD enzyme, DTNB colorimetric CoA detection; inhibition, % at 12.5 µM; hit rate 0.098% among 360,000; in the data active = inhibition above about 16%, passing the limit was not always enough; note: strong numbers were not always called active
# ARNT-TACC3 inh: disruptors of ARNT/TACC3 protein interaction, primary screen, biochemical, AlphaScreen, single concentration | hit rate 0.66% among 390,000 | Transforming acidic coiled-coil-containing protein 3 (Homo sapiens), Q9Y6A5 | AlphaScreen His-ARNT PAS-B/GST-TACC3 binding, luminescence; TACC3 fragment carries E629A point mutation | inhibition, % at 9.99 µM | AID 623870, 2012;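 active = mean inhibition of replicates at least 50% and at least half of replicates each reaching 50%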;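 note: 0% = complete ARNT plus TACC3 wells and 100% = ARNT alone without TACC3; many hits fall short of the cut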
# RAD52 anneal inh: RAD52 DNA annealing inhibitors, primary screen, biochemical, FRET, single point, set 2 | hit rate 0.46% among 360,000 | inhibition, % at 18.7 µM | DNA repair protein RAD52 homolog (Homo sapiens), P43351 | recombinant RAD52 DNA annealing, FRET fluorescence;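 active = every replicate showing at least 50% inhibition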
# Target sequence (P43351 whole entry, looked up): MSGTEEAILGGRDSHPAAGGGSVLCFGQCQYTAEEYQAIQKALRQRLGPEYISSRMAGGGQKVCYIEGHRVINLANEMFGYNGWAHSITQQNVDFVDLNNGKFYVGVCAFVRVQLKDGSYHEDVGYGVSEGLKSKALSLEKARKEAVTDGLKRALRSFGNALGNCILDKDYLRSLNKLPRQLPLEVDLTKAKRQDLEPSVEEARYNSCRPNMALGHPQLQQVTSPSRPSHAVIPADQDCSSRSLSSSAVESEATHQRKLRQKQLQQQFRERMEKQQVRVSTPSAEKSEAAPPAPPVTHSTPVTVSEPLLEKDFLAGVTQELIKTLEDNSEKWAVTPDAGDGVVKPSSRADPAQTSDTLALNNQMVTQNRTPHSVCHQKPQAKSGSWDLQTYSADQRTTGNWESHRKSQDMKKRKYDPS
# E-sel inducer: E-selectin induction in HUVECs, primary screen, imaging, HUVEC, immunofluorescence imaging, single point; normalized: neutral wells 0, TNF-alpha wells 100; activation, % at 7.58 µM; hit rate 0.37% among 260,000; AID 686992, 2013;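 active = mean E-selectin-positive cell signal at least 10% of the positive control, reached in at least 60% of replicates, without over 20% cell loss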;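 note: in these data hits start at about 27%; measured in HUVEC primary endothelial cells; signal is the percent of cells scored E-selectin positive by PE staining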
#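 System: HUVEC / Compound: single concentration / Signal: immunofluorescence imaging / Read-out: percent E-selectin-positive cells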
# esBAF inh: Bmi1 luciferase reporter increase in mESCs, primary screen, esBAF inhibitor project, mouse ES cells, Bmi1 luciferase knock-in, single point; 24 h; 100% = twice the neutral-well signal; reporter increase, % at 12.5 µM; hit rate 2% among 350,000; AID 602393, 2012; in the data active = activation above about 40%;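 note: 0% = median of the plate's neutral control wells and 100% = double that signal; a rise in the Bmi1 reporter signal indicates esBAF inhibition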
# RAD54 branch: inhibitors of human RAD54 branch migration, primary screen, biochemical, fluorescence, single point | DNA repair and recombination protein RAD54-like (Homo sapiens), Q92698 | RAD54 Holliday junction branch migration, FAM/BHQ fluorescence | inhibition, % at 10.4 µM | hit rate 0.14% among 360,000 | AID 602329, 2012;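 active = mean normalized replicate activity at least 40 and at least half of replicates scoring 40 or more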;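 note: 0% = median of neutral control wells and 100% = median of positive control wells; inhibitors cause a drop in the FAM fluorescence signal; in these data hits start at about 50%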
# Starred values were filed as active, the others as inactive; / = no result given.
SMILES,ERp5 block,CASP6 VEID inh,PglD DTNB,ARNT-TACC3 inh,RAD52 anneal inh,E-sel inducer,esBAF inh,RAD54 branch
Cc1ccc(C(=O)Nc2nccs2)cc1S(=O)(=O)N1CCCCC1,/,/,-1,18,/,/,4,2
Cc1ccc(NC(=S)N2CCSC2c2cccs2)cc1 (stereo unspecified),4,-1,/,1,-10,/,20,/
Cc1ccc(/C=N/NC(=O)c2cc(C3CC3)nc3ccccc23)o1,-4,0,4,3,-13,/,-9,-1
COc1ccc(Oc2cc(NN3CCCCC3)c([N+](=O)[O-])cc2[N+](=O)[O-])cc1OC,5,-1,-3,3,-13,0.0,-4,2
O=C(Cn1cnc2ccccc2c1=O)N/N=C/c1ccc(Br)cc1,0,0,-3,12,-9,/,/,-2
CC(C)(C)c1ccc(/C=C/C(=O)Nc2nncs2)cc1,-3,1,-3,-6,-12,-0.1,26,1
CN1C(=O)/C(=C/c2ccccc2OCc2ccc(F)cc2)N(C)C1=S,1,0,2,1,-9,/,/,4
CC1/C(=N/O)CC(c2ccccc2)N(C)C1c1ccccc1 (stereo unspecified),/,/,0,-5,/,/,1,-5
O=C(/C=C/c1cccnc1)c1ccc(F)c(F)c1,1,-7,5,22,-6,/,-1,5
CCCCCc1c(-c2ccc(OC)cc2)ncn1CCc1ccccc1OC,3,0,/,/,41,-0.2,/,/
CCOC(=O)N1CCC(N(CCCOC)C(=O)Nc2ccc(CC)cc2)CC1,0,1,-6,-3,-10,/,4,0
N#C/C(=C(/O)COc1ccc(Cl)cc1)c1nc2ccccc2s1,-2,1,/,20,-9,/,/,/
Cc1ccc(CNC(=O)c2oc3ccc(S(=O)(=O)N4CCC5(CC4)OCCO5)cc3c2C)cc1,/,/,-3,1,/,/,-3,-1
Cc1c(CN2CCCCC2C)c(=O)n(-c2ccccc2)n1C (stereo unspecified),/,/,-6,-2,/,/,-7,6
COC(=O)c1ccc(CN2CCN(C3CCCCC3)C(CCO)C2)cc1 (stereo unspecified),0,1,/,0,-10,0.4,-7,/
CCn1c(SCC(=O)N(C)CC(=O)Nc2ccc(OC)cc2)nnc1-c1ccco1,-2,6,0,-1,-9,-1.4,1,-10
CCCNS(=O)(=O)c1ccc(CCC(=O)N2CCOCC2)cc1,/,/,0,-4,/,/,0,5
Cc1ccc(S(=O)(=O)N(C)C[C@@H]2Oc3ncc(-c4ccccc4)cc3C(=O)N([C@@H](C)CO)C[C@H]2C)cc1,2,-1,-1,-1,1,0.3,-3,5
COc1ccc(CCNC(=O)C(C)n2nc(C)n3c(cc4occc43)c2=O)cc1OC (stereo unspecified),3,0,-2,6,-12,/,0,9
Cc1ccccc1-c1csc(C(C)(O)c2ccc(F)c(F)c2)n1 (stereo unspecified),0,6,-7,/,4,0.0,-2,2
Cc1cccc(NC(=S)N/C(=N/S(=O)(=O)c2ccccc2)c2ccccc2)c1,-5,-1,2,5,-11,-0.4,78*,-2
O=C(Cc1ccncc1)Nc1ccc2c(c1)[C@@H]1C[C@H](CC(=O)N3CCOCC3)O[C@H](CO)[C@@H]1O2,/,/,-3,0,/,-0.3,-6,-3
COCC(=O)Nc1ccc2c(c1)OC[C@@H](C)N(Cc1cc(F)ccc1F)C[C@H](C)[C@@H](OC)CN(C)C2=O,-2,-1,2,-4,-4,-0.1,-1,4
CCCN(CCC)CCNC(=O)c1cc2c(-c3ccccc3F)nn(C)c2s1,1,-1,/,/,20,0.2,/,/
Cc1ccccc1Nc1nc(N)nc(CCl)n1,/,2,4,10,-1,/,/,-2
Cc1c(Cl)ccc2c(C(=O)NCCCn3nccc3C)cc(-c3ccccn3)nc12,9,1,4,-3,-19,/,/,1
Cc1ccc(CNC(=O)C2CCC(=O)N(C3CC3)C2)cc1 (stereo unspecified),3,-6,-5,-5,-7,0.0,2,0
COc1ccccc1-c1noc(COC(=O)c2ccc(Br)o2)n1,4,3,2,-8,-6,-0.1,3,11
C[C@@H]1CCCCO[C@H](CN(C)S(=O)(=O)c2cn(C)cn2)[C@H](C)CN([C@H](C)CO)C(=O)c2cc(NS(=O)(=O)c3ccc(F)cc3)ccc2O1,3,2,2,3,-32,1.3,-1,2
CCCCCCCCN1C(=O)[C@@H](CC(=O)N2CCN(C(=O)OCC)CC2)C[C@@]2(C(=O)OC)C1=C[C@H](C1CCCC1)O[C@@H]2C,1,-4,/,/,-5,0.0,/,/

# 13 consecutive records already listed:
SMILES,ERp5 block,CASP6 VEID inh,PglD DTNB,ARNT-TACC3 inh,RAD52 anneal inh,E-sel inducer,esBAF inh,RAD54 branch
COC(=O)c1ccc(CN2CCN(C3CCCCC3)C(CCO)C2)cc1 (stereo unspecified),0,1,/,0,-10,0.4,-7,/
CCn1c(SCC(=O)N(C)CC(=O)Nc2ccc(OC)cc2)nnc1-c1ccco1,-2,6,0,-1,-9,-1.4,1,-10
CCCNS(=O)(=O)c1ccc(CCC(=O)N2CCOCC2)cc1,/,/,0,-4,/,/,0,5
Cc1ccc(S(=O)(=O)N(C)C[C@@H]2Oc3ncc(-c4ccccc4)cc3C(=O)N([C@@H](C)CO)C[C@H]2C)cc1,2,-1,-1,-1,1,0.3,-3,5
COc1ccc(CCNC(=O)C(C)n2nc(C)n3c(cc4occc43)c2=O)cc1OC (stereo unspecified),3,0,-2,6,-12,/,0,9
Cc1ccccc1-c1csc(C(C)(O)c2ccc(F)c(F)c2)n1 (stereo unspecified),0,6,-7,/,4,0.0,-2,2
Cc1cccc(NC(=S)N/C(=N/S(=O)(=O)c2ccccc2)c2ccccc2)c1,-5,-1,2,5,-11,-0.4,78*,-2
O=C(Cc1ccncc1)Nc1ccc2c(c1)[C@@H]1C[C@H](CC(=O)N3CCOCC3)O[C@H](CO)[C@@H]1O2,/,/,-3,0,/,-0.3,-6,-3
COCC(=O)Nc1ccc2c(c1)OC[C@@H](C)N(Cc1cc(F)ccc1F)C[C@H](C)[C@@H](OC)CN(C)C2=O,-2,-1,2,-4,-4,-0.1,-1,4
CCCN(CCC)CCNC(=O)c1cc2c(-c3ccccc3F)nn(C)c2s1,1,-1,/,/,20,0.2,/,/
Cc1ccccc1Nc1nc(N)nc(CCl)n1,/,2,4,10,-1,/,/,-2
Cc1c(Cl)ccc2c(C(=O)NCCCn3nccc3C)cc(-c3ccccn3)nc12,9,1,4,-3,-19,/,/,1
Cc1ccc(CNC(=O)C2CCC(=O)N(C3CC3)C2)cc1 (stereo unspecified),3,-6,-5,-5,-7,0.0,2,0

# (listing goes on)
SMILES,ERp5 block,CASP6 VEID inh,PglD DTNB,ARNT-TACC3 inh,RAD52 anneal inh,E-sel inducer,esBAF inh,RAD54 branch
CO[C@H]1CN(C)C(=O)c2cc(NC(=O)C3CC3)ccc2OC[C@@H](C)N(C(=O)CN(C)C)C[C@@H]1C,-2,-1,3,-13,-15,-0.1,-3,2
COc1cccc(S(=O)(=O)Nc2ccc3c(c2)[C@H]2C[C@H](CC(=O)O)O[C@H](CO)[C@H]2O3)c1,-8,2,5,-5,0,-0.1,4,2
Cc1ccc(NC(=S)N=Nc2c(O)[nH]c3ccccc23)cc1,2,6,/,-5,-2,/,/,/
COc1ccc(S(=O)(=O)Nc2ccccc2)cc1,4,2,/,-10,-5,5.2,/,/
CCOc1cc(N2CCOCC2)c(OCC)cc1NC(=O)CN1C(=O)N(C)C2(CCCCC2)C1=O,2,8,3,3,-6,0.1,4,-5
C[C@H](NC(=O)[C@H]1[C@H](CO)[C@H]2Cn3c(cccc3=O)[C@H]2N1CCC(F)(F)F)c1ccccc1,-9,0,-5,2,-6,0.0,3,-8
O=C(CCN1CCOCC1)NNC(=O)c1ccc(Cl)c([N+](=O)[O-])c1,-2,1,/,/,-3,-0.3,6,/
Nn1cnc2cc3ccccc3cc2c1=O,4,1,2,1,-11,/,1,1
CCc1nn(C)c2c(=O)c(=O)c2n(C)[nH]1,0,3,-2,0,-34,/,-4,3
CC(NC(=O)c1cccs1)C(c1cccs1)N1CCOCC1 (stereo unspecified),/,/,3,-4,/,/,-3,-2
COc1ccc(S(=O)(=O)N(C)C[C@H]2OCCCC[C@@H](C)Oc3ccc(NC(=O)Nc4ccc(C(F)(F)F)cc4)cc3C(=O)N([C@@H](C)CO)C[C@@H]2C)cc1,7,1,-2,2,-9,0.7,0,3
O=C(O)CCCCCN1C(=O)CSC1=S,/,/,3,1,/,/,-2,-2
CC1CCN(CCCNC(=O)C2CC(=O)N(CCc3ccccc3)C2)CC1 (stereo unspecified),0,-48,4,5,-23,/,-1,-15
Cn1nnc2c[n+](CC(=O)c3ccc(Cl)cc3)cc(Br)c21,-16,17,-2,/,-23,-0.4,/,-3
CC(C)(C)c1ccc(SC2=C[C@@]3(O)CC[C@@H](O)[C@@](Sc4ccc(C(C)(C)C)cc4)(C2=O)[C@H]3O)cc1,1,3,/,/,1,0.6,/,/
O=C(NNC(=S)NC(=O)c1cccs1)c1ccc(O)cc1,-13,4,-4,37,-7,0.4,-1,14
CCOC(=O)c1c(NC(=O)CN2CCCCC2)sc2c1CCN(C(=O)OCC)C2,1,-1,/,6,-10,/,/,/
CO[C@@H]1CN(C)C(=O)c2cc(NS(=O)(=O)c3ccccc3)ccc2OC[C@H](C)N(Cc2nccs2)C[C@H]1C,2,1,-1,3,-1,-0.2,2,5
O=C(c1ccc2c(c1)OCO2)C1CCCN(Cc2c(F)ccc(F)c2F)C1 (stereo unspecified),-13,2,-3,16,2,/,-5,-2
Cc1ccc(S(=O)(=O)N2CCCCC2)cc1C(=O)NCCC1=CCCCC1,-2,1,/,/,-11,0.3,/,/
CCc1nc2c(OCc3ccc(C(=O)N(C)C)cc3)cccn2c1N(C)C(=O)c1ccc(C)cc1,2,4,1,/,-16,0.1,3,-9
CN1C(=O)c2cc(NC(=O)Nc3ccccc3F)ccc2OC[C@@H]2O[C@H](CC(=O)NCc3ccc(-c4ccccc4)cc3)CC[C@H]21,0,2,2,-13,-21,0.3,1,4
Cc1cc(=O)n2ccsc2n1,6,0,0,-3,-4,1.5,/,0
O=C(O)CN1CCCCC1,-3,0,/,3,-5,0.1,/,/
N#CCc1ccc(Oc2ccc([N+](=O)[O-])cn2)cc1,-6,0,/,2,4,-0.9,/,/
CN1C(=O)c2cc(NC(=O)NC3CCCC3)ccc2OC[C@@H]2O[C@@H](CC(=O)O)CC[C@@H]21,-4,2,0,-1,-12,-0.1,-3,8
O=C(/C=C/N1CCN(Cc2ccccc2)CC1)C(F)(F)F,6,-1,-6,0,5,/,-6,-2
N#Cc1ccc(-c2ccc([C@H]3[C@@H](CO)N4C(=O)CN(C(=O)Cc5ccccc5)C[C@@H]34)cc2)cc1,1,-1,/,/,1,0.0,/,/
CN(C)S(=O)(=O)c1ccc(N2CCCC2)c(C(=O)N2CCN(c3ccc([N+](=O)[O-])cc3)CC2)c1,1,3,-6,-7,-5,/,-5,-9
Cc1cccc2c1c(N=NC(N)=S)c(O)n2C1OC(CO)C(O)C(O)C1O (stereo unspecified),3,-2,3,5,2,/,-2,0
CCOC(=O)C1CCN(C(=O)NS(=O)(=O)c2ccc(C)cc2)CC1,-1,-2,4,-6,-13,-0.4,2,1
CC1CCCCC1NC(=O)Cn1cc([N+](=O)[O-])ccc1=O (stereo unspecified),0,-1,-3,16,-6,-0.2,1,-2

# Screening data: PubChem BioAssay, Broad Institute
